Screening data as filed in PubChem BioAssay.
Pol iota inh: DNA polymerase iota (human) inhibition. Q9UNA4. Pol iota fluorescent replication assay, 10 min. Potency, µM (doses to about 115 µM), for the others: at the top dose activity, negative = inhibition, most hits filed as inhibitors. hit rate 1% among 390,000
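Fluorescent replication assay read twice, at 0 min and 10 min after adding 50 nM (final) substrate. Enzyme (10 nM) and compounds were first incubated 15 min at room temperature; enzyme-free buffer wells were negative controls.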
APEX1 inh: inhibitors of human APE1 endonuclease | Potency, µM (highest dose often 65.8 µM), inactives show at the highest dose activity change, negative = inhibition, hits mostly inhibitors | recombinant APE1, TAMRA/BHQ-2 abasic DNA cleavage fluorescence | P27695 | AID 2517 | hit rate 0.35% among 350,000;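 note: plate controls were vehicle for no effect and reference inhibitor for full effect; nearly all actives have a fitted effect of over 55% in size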
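0.75 nM APE1 + cpd, 15 min RT; start w/ 50 nM TAMRA/BHQ-2 THF-abasic dsDNA; kinetic fluor 525/598 nm ×3 reads @60 s; Δ(read3−read1); normalized to DMSO and NSC13755 control wells.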
POLB inh: DNA polymerase beta (human) inhibition; P06746; Pol beta primer extension/strand displacement, fluorescence kinetic; Potency, µM (series often up to 114 µM), without a hit: at the top dose activity change, negative = inhibition, usual class: inhibitors; hit rate 1.3% among 340,000; AID 485314; note: % is set by controls: 0 for no effect and ±100 for the full control effect
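Pol beta (10 nM) was preincubated with compound for 15 min at room temperature. The reaction was then started with 50 nM substrate and read immediately and after a further 10 min at room temperature.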
BLM inh: inhibitors of human Bloom syndrome helicase BLM; AID 2528; recombinant BLM DNA unwinding, fluorescence dequenching; Potency, µM (highest dose often 56.1 µM), without a hit: at the top dose activity change, negative = inhibition, actives largely listed as inhibitors; P54132; hit rate 0.2% among 350,000;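 note: plate controls were vehicle for no effect and no enzyme for full effect; nearly all actives have a fitted effect of over 35% in size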
POLK inh: inhibitors of human DNA polymerase kappa; AID 588579; purified Pol kappa, fluorescent DNA synthesis assay, 10 min; hit rate 0.53% among 400,000; Potency, µM (series often up to 107 µM), inactives show top-dose activity, negative = inhibition, usual class: inhibitors; Q9UBT6; note: % is set by controls: 0 for no effect and ±100 for the full control effect
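Kinetic fluorescence screen: compound preincubated 15 min RT with 10 nM enzyme; 50 nM substrate (final) initiates; reads at 0/10 min.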
Anesthetic bind: binds horse apoferritin like a general anesthetic | apoferritin/1-aminoanthracene competitive binding, fluorescence | Potency, µM (doses to about 77.5 µM), without a hit: top-dose activity change, negative = displacement, hits mostly inhibitors | hit rate 0.074% among 350,000 | AID 485281; note: % is set by controls: 0 for no effect and ±100 for the full control effect; nearly all actives have a fitted effect of over 20% in size
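Horse-spleen apoferritin (10 uM) in 50% saturated 1-aminoanthracene in PBS was incubated 10 min at room temperature with compound. Fluorescence (ex 380, em 535 nm) was normalized to free and bound 1-AMA, with concentration-response fitted by a four-parameter Hill equation.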
BAZ2B block: BAZ2B (human) inhibition | AlphaScreen BAZ2B-H3K14Ac peptide displacement | Potency, µM (series often up to 114 µM), inactives show at the highest dose activity change, negative = inhibition, most hits filed as inhibitors | hit rate 4.4% among 360,000 | Q9UIF8 | AID 504333; note: % is set by controls: 0 for no effect and ±100 for the full control effect; nearly all actives have a fitted effect of over 60% in size
Target sequence (Q9UIF8 whole entry, looked up): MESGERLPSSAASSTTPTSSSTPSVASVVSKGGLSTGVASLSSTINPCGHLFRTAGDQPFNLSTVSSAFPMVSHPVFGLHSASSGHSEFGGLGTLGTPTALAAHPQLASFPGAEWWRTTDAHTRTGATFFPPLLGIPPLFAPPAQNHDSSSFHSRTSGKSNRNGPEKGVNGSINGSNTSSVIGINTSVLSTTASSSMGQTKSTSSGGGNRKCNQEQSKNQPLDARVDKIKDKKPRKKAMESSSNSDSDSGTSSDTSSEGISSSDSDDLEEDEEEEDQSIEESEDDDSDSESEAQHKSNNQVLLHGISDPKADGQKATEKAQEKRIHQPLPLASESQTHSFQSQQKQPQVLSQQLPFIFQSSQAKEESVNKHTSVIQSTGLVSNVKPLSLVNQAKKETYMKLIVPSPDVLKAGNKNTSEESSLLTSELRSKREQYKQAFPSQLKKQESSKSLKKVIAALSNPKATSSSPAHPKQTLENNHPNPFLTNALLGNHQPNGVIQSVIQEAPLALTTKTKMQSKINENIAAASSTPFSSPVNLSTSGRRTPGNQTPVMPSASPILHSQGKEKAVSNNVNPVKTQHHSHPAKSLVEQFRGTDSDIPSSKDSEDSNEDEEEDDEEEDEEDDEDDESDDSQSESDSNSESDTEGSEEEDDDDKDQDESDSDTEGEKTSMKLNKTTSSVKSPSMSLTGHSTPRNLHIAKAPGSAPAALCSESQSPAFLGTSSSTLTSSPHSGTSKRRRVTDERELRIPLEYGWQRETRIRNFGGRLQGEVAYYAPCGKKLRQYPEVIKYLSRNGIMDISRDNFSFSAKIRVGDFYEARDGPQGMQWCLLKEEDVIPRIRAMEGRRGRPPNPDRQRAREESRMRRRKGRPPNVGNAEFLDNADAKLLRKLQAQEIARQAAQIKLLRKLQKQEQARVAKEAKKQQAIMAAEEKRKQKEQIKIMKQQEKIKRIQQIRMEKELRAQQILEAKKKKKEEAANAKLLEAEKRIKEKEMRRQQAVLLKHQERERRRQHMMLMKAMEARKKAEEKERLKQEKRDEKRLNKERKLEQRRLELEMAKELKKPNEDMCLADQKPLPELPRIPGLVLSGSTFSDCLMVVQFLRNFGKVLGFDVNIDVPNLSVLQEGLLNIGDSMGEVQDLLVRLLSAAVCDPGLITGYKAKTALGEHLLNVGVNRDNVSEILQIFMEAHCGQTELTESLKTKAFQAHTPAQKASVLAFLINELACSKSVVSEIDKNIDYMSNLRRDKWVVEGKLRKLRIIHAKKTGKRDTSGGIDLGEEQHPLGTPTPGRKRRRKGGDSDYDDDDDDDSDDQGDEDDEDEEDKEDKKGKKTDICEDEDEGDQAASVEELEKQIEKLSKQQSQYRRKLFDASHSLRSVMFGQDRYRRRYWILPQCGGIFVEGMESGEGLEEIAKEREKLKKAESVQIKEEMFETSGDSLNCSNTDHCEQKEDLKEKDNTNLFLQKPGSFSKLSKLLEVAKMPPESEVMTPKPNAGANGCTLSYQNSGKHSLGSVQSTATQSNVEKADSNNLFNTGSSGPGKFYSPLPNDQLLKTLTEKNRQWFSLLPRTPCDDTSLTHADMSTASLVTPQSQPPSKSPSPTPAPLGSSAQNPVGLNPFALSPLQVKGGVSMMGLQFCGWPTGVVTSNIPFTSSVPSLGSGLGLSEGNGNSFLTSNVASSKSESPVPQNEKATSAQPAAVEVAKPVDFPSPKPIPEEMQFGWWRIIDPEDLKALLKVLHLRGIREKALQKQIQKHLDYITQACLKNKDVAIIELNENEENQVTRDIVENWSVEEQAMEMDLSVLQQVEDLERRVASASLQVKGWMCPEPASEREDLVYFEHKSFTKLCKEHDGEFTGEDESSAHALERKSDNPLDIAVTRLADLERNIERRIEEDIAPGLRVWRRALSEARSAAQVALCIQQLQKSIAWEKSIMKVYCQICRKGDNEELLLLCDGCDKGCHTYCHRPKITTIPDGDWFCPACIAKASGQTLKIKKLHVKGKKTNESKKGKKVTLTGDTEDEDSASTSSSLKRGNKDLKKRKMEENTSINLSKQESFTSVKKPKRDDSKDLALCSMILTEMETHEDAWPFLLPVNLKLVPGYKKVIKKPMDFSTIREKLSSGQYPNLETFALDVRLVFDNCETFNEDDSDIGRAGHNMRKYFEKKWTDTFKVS
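Inhibition is scored as reduced AlphaScreen emission. The BAZ2B/b-H3(5-23)K14Ac complex (50 nM each) in PBS pH 7.4, 0.01% Tween-20 meets compound (up to 110 uM) for 30 min at RT before bead addition.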
G9a inh: inhibitors of human histone lysine methyltransferase G9a | Q96KQ7 | G9a H3K9 monomethylation, AlphaScreen, 2 h | Potency, µM (titrated, usually from 102 µM), inactives show top-dose activity, negative = inhibition, hits mostly inhibitors | hit rate 8.8% among 350,000; note: % is set by controls: 0 for no effect and ±100 for the full control effect; nearly all actives have a fitted effect of over 75% in size
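Signal arises when biotinylated H3K9 peptide, once monomethylated, bridges streptavidin donor and antibody-captured acceptor beads. Enzyme at 20 nM was preincubated 15 min with test compounds; peptide 500 nM and SAM 20 uM then reacted for 2 h.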
POLH inh: DNA polymerase eta (human) inhibition. Q9Y253. hit rate 1.2% among 390,000. Potency, µM (series often up to 114 µM), inactives show at the top dose activity change, negative = inhibition, actives largely listed as inhibitors. AID 588591. recombinant Pol eta, fluorescent DNA replication assay; note: % is set by controls: 0 for no effect and ±100 for the full control effect
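Pol eta (10 nM) was preincubated with compounds for 15 min at room temperature, after which fluorescent replication substrate (50 nM final) was added to start the reaction. Fluorescence was read kinetically at 0 and 10 min.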
The depositor's hits bear a star; ? = inconclusive; / = not tested or not shown; & = joins results of further samples; [ ] = another dose, or the depositor's remark. Calls come from the whole dose curve; as a rule, active = well fitted curve in the direction sought with a large enough effect; inconclusive = small, poorly fitted or top-dose-only effect, or another doubt; inactive = no such curve, though single readings can be large; an effect the other way counts as inactive or inconclusive. Potency is the fitted concentration of half-maximal effect. This is a subset, so the mix of outcomes need not match the whole.

SMILES | Pol iota inh | APEX1 inh | POLB inh | BLM inh | POLK inh | Anesthetic bind | BAZ2B block | G9a inh | POLH inh
CCN(CC)CCNCC(=O)N1c2ccccc2CCc2ccc(NC(=O)OC)cc21 | 18% | 25% | 13% | -1% | 1% | 9% | -18% | -1% | 0%
COc1ccc(NC(=S)N2CCC(c3ccccc3)C2)cc1 (configuration not stated) | 24% | 11% | -2% | -3% | -7% | -8% | -22% | 3% | 0%
CCOC(=O)N1CCC(N2CCN(Cc3ccc(F)c(F)c3)C(CCO)C2)CC1 (configuration not stated) | -18% | 0% | 1% | -1% | 4% | -9% | -3% | 9% | 0%
COc1ccc(CNC(=O)c2ccc(-c3nc(CSc4ccc(C)cc4)c(C)o3)cc2)c(OC)c1 | 14% | / | 2% | -6% | -15% | -2% | -14% | -38%[59 µM] | -3%
COc1ccc(C)cc1NC(=O)c1nnn(Cc2cccc(Br)c2)c1N | -11% | / | -4% | -4% | -20% | 5% | -5% | 0%[59 µM] | -6%
CCOc1ccc(NC(=O)c2ccc(NC(=O)c3ccc(CN4CCOCC4)cc3)cc2)cc1 | -30% | -9% | -1% | -4% | -14% | -3% | -14% | -31%[12.7 µM] | -1%
c1ccc(CCN2CN=C(Nc3nc4ccccc4o3)NC2)cc1 | 13% | 2% | -3% | 1% | 5% | -4% | -22% | 0%[2.33 µM] | -2%
COc1ccc(CC(=O)Nc2ccncc2Cl)cc1 | 28% | 5% | 29% | -12% | 9% | -1% | -8% | / | 8%
COc1ccccc1C#Cc1ccc2c(=O)c3ccccc3n(C)c2c1 | 30% | -6% | 1% | -21% | -20% | -3% | 69%[activator] | / | -5%
COc1ccc(CNC(=O)C2(C)Cc3ccccc3C(=O)O2)cc1 (configuration not stated) | 22% | 18% | 5% | -6% | -15% | -6% | -3% | / | -11%
CCOC(=O)c1c(C)n(-c2ccccc2)c2ccc(OCCN(C)C)cc12 | 3% | -7% | 45% | 1% | -1% | -15% | ? | -38% | -18%
CCC(=O)NC(=S)Nc1ccc(N2CCOCC2)cc1 | -25% | 3% | 0% | 6% | -14% | -1% | ? | -44% | 1%
COc1ccc(/C=N/NC(=O)c2cnccn2)cc1O | 1% | -7% | -1% | 0% | -20% | -10% | -2% | -10%[59 µM] | -11%
CN(C(=O)CSc1nnc(-c2ccncc2)n1C)C1CCS(=O)(=O)C1 (configuration not stated) | 7% | 3% | 24% | -1% | -1% | -5% | -3% | -3% | -2%
COc1ccc(N=C2SC(CC(=O)Nc3ccccc3)C(=O)N2Cc2ccccn2)cc1 (configuration not stated) | 19% | -3% | -3% | -12% | -2% | -22% | ? | 50µM* | -8%
CCOC(=O)c1ccc(NC(=O)N2CCN(C(=O)c3ccco3)CC2)cc1 | 16% | 14% | 2% | 0% | 12% | -5% | -5% | / | -10%
NS(=O)(=O)c1ccc(NC(=O)CSc2ccc3ccccc3n2)cc1 | ? | 1% | -18%&8% | -1%&-5% | -13%[60.1 µM] | ? | 3%&-15% | 3%[59 µM] | -16%&-9%
CC(=O)c1cccc(NC(=O)/C(=C\c2ccco2)NC(=O)c2cccs2)c1 | -2% | 11% | 23% | -3% | -10% | -14% | -5% | ? | 5%
Cc1ccc(CSc2ccc(S(=O)(=O)N3CCCCC3)cn2)cc1 | 28% | -18% | / | / | 1% | / | 9% | ? | -1%
CC(C)(C)OC(=O)N1CCC(CC2CC(c3cccc(Br)c3)=NO2)(C(=O)NCC2CCCCC2)CC1 (configuration not stated) | 22% | 50%[activator] | 6% | -5% | 1% | -14% | -29% | -11% | -29%
O=C(O)CCn1c(SCc2cccc3ccccc23)nc2ccccc21 | 5% | 1% | 2% | -4% | 1% | -20% | -5% | 14µM* | -7%
N#Cc1ccccc1S(=O)(=O)N1CCC(Oc2ccc(-n3cnnn3)cc2)CC1 | ? | / | 16% | 1% | -4% | -6% | -8% | -16%[59 µM] | 3%
COc1cccc(/C=C(/C(=O)OCC(=O)NC2CCCC(C)C2C)c2ccccc2)c1 (configuration not stated) | 0% | 2% | 3% | -10% | -8% | ? | 4% | -8%[59 µM] | ?
C=CCSc1nnc2c(n1)OC=Nc1ccccc1-2 | 4% | -6% | -10% | 0% | -3% | -21% | -24% | -43%[59 µM] | 5%
Cc1ccc(N2C(=O)N3[C@H]4c5ccccc5OC[C@@H]4[C@@H](c4ccccc4)[C@@]3(C)C2=O)cc1 | -11% | 12% | 0% | -6% | -14% | 4% | ? | 3% | -4%

Arranged by count of non-hydrogen atoms (ascending): nine of the compounds above
SMILES | Pol iota inh | APEX1 inh | POLB inh | BLM inh | POLK inh | Anesthetic bind | BAZ2B block | G9a inh | POLH inh
COc1ccc(/C=N/NC(=O)c2cnccn2)cc1O | 1% | -7% | -1% | 0% | -20% | -10% | -2% | -10%[59 µM] | -11%
COc1ccc(NC(=S)N2CCC(c3ccccc3)C2)cc1 (configuration not stated) | 24% | 11% | -2% | -3% | -7% | -8% | -22% | 3% | 0%
Cc1ccc(CSc2ccc(S(=O)(=O)N3CCCCC3)cn2)cc1 | 28% | -18% | / | / | 1% | / | 9% | ? | -1%
CN(C(=O)CSc1nnc(-c2ccncc2)n1C)C1CCS(=O)(=O)C1 (configuration not stated) | 7% | 3% | 24% | -1% | -1% | -5% | -3% | -3% | -2%
COc1ccccc1C#Cc1ccc2c(=O)c3ccccc3n(C)c2c1 | 30% | -6% | 1% | -21% | -20% | -3% | 69%[activator] | / | -5%
CC(=O)c1cccc(NC(=O)/C(=C\c2ccco2)NC(=O)c2cccs2)c1 | -2% | 11% | 23% | -3% | -10% | -14% | -5% | ? | 5%
COc1cccc(/C=C(/C(=O)OCC(=O)NC2CCCC(C)C2C)c2ccccc2)c1 (configuration not stated) | 0% | 2% | 3% | -10% | -8% | ? | 4% | -8%[59 µM] | ?
COc1ccc(N=C2SC(CC(=O)Nc3ccccc3)C(=O)N2Cc2ccccn2)cc1 (configuration not stated) | 19% | -3% | -3% | -12% | -2% | -22% | ? | 50µM* | -8%
CCOc1ccc(NC(=O)c2ccc(NC(=O)c3ccc(CN4CCOCC4)cc3)cc2)cc1 | -30% | -9% | -1% | -4% | -14% | -3% | -14% | -31%[12.7 µM] | -1%

The list goes on.
SMILES | Pol iota inh | APEX1 inh | POLB inh | BLM inh | POLK inh | Anesthetic bind | BAZ2B block | G9a inh | POLH inh
Cc1ccc(C(=O)CSc2nnc3ccccn23)c(C)c1 | 112%[activator] | 6% | -19% | 0% | -10% | -15% | -6% | -4% | -8%
CCOC(=O)Cc1csc(SCC(=O)Nc2cc(C)ccc2OC)n1 | 104%[activator] | 11% | 55% | -2% | 0% | -7% | -7% | -2% | -20%
CCOc1ccc(NC(=O)COC(=O)Cn2cnc3ccccc32)cc1 | 17% | -4% | / | / | -2% | / | / | / | -12%
COc1cc(C(=O)NCC(=O)OCn2nnc3ccccc3c2=O)cc(OC)c1OC | 19% | -5% | -10% | 3% | -1% | -6% | 2% | -6% | -15%
CN(Cc1ccccc1)C(=O)c1ccc(NC(=O)Cc2cccc(NC(=O)C3CCCN(C(=O)C4CCCCC4)C3)c2)cc1 (configuration not stated) | -2% | 0% | / | / | -8% | / | -4% | 5%[0.501 µM] | -19%
CC(C)c1nc(C(=O)N2CCCC(N3CCN(c4cccc(Cl)c4)CC3)C2)cs1 (configuration not stated) | 19% | -2% | 4% | -2% | -10% | -21% | -32% | -15% | -14%
COc1ccccc1CNC(=O)c1ccc2c(c1)sc1nc(-c3ccc(F)cc3)cn12 | -3% | / | 9% | -4% | 7% | -9% | 2% | -22%[59 µM] | 2%
COCCN(C(=O)Cc1cccs1)C(C(=O)NCc1ccc(OC)cc1)c1ccc(OC)cc1 (configuration not stated) | -5% | -1% | -5% | -2% | -4% | -7% | 25% | 3%[59 µM] | -9%
COc1ccc(NC(=O)CSc2nnc(NC(=O)C3CCC3)s2)cc1 | -2% | -14% | 22% | -3% | 6% | -9% | -36% | 4% | -18%
N#C/C(N=Nc1ccccc1O)=N\Nc1ccccc1O | ? | -19% | / | / | -30% | / | 11µM* | ? | -17%
COC(=O)c1c(NC(=O)c2c(Cl)cnn2C)sc(C)c1C | 20% | 13% | 33% | 3% | 8% | -2% | -4% | / | -13%
OCCN(Cc1nc(-c2ccc3c(c2)OCO3)no1)Cc1cccs1 | 8% | 5% | -21% | -6% | -10% | -19% | -17% | ? | -4%
Fc1ccccc1-c1cc2cc3c(cc2cn1)OCO3 | 16% | 3% | / | / | -2% | / | / | / | -7%
Cc1ccccc1N(C(=O)c1snc(C(N)=O)c1N)C(C(=O)NCC1CCCO1)c1ccc(N(C)C)cc1 (configuration not stated) | -8% | 2% | 36% | -2% | -1% | -2% | -34% | -3% | -18%
CC1(C)CC(NC(=O)COc2ccccc2Cl)CC(C)(C)N1 | ? | 1% | 7% | -1% | -4% | -3% | 1% | / | -11%
Cc1cnc(CNc2ncnc3ccc(-c4ccccc4Cl)cc23)cn1 | / | 1% | / | 4% | 7%[60.1 µM] | / | / | -5%[0.501 µM] | /
C#Cc1cccc(-n2nnc(C(=O)OC)c2-c2ccccc2)c1 | 130%[activator] | 1% | -17% | -9% | -7% | -4% | 6% | 0% | -7%
COc1ccc(C(=O)NCC(=O)N2CCc3ccccc3C2)cc1 | 139%[activator] | 6% | 13% | -2% | -15% | -8% | -5% | 22% | 5%
COc1ccccc1CN1CC2(CCN(S(C)(=O)=O)CC2)C1 | / | -2% | / | -17% | 0%[60.1 µM] | / | / | 1%[12.7 µM] | /
